M. tuberculosis GlmU = inhibition of mycobacterial GlmU enzyme – biochemical, glucosamine-1-phosphate acetyltransferase (AID 1376); M. tuberculosis GlmU acetyltransferase enzyme assay; higher % means a stronger effect; inhibition, %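 (tested at 30 µM in the primary screen)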; hits with a dose series show IC50 in µM; 0.25% of 220,000 active; in the data active means inhibition above about 13%;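 further: 0% = complete reaction with vehicle and 100% = reaction without substrate; strong numbers were not always called active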
RmlCD inh 1536 = M. tuberculosis RmlC/RmlD inhibition; RmlC+RmlD coupled enzyme assay, percent inhibition; primary screen in compound mixtures; inhibition, % at 3.6 µM; 0.03% of 160,000 active; AID 1533; in the data active means inhibition mostly above about 34%, no sharp cut-off; further: some results filed as inactive read as strong as hits
Target sequence (P9WH09 whole entry, looked up): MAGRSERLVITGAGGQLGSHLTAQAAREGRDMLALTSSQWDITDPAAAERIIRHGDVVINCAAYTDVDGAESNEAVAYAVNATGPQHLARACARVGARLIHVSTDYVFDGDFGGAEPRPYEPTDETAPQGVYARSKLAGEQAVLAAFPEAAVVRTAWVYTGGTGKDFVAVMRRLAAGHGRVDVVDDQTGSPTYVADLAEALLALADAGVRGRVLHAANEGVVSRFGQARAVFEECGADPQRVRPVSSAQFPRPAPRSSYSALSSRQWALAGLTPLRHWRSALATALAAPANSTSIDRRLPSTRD
Target sequence (P9WH11 whole entry, looked up): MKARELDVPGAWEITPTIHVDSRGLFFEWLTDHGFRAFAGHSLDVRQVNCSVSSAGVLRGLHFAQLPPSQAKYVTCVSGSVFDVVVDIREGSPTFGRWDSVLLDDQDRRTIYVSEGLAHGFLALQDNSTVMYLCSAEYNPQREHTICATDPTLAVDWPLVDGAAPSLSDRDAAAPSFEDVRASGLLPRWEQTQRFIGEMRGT
* hit, by the source's call; x = no result given.

entry	SMILES	M. tuberculosis GlmU	RmlCD inh 1536
1	CCN(CC)C(=O)C(Cc1ccccc1)N1C(=O)c2ccccc2C1=O (centres undefined)	-2.5%	x
2	O=c1ccc(C(F)(F)F)cn1Cc1cc(=O)n2ccsc2n1	5.0%	-7
3	Fc1cccc(Nc2ncnc3[nH]ncc23)c1	0.6%	3
4	Cc1nn(C)c(C)c1S(=O)(=O)N(CC(=O)Nc1ccc2c(c1)OCO2)c1ccc(C(C)C)cc1	-2.0%	1
5	O=c1[nH]c(=O)n(CCC2=CCCCC2)c(O)c1C=NCCCn1ccnc1	-1.9%	-8
6	O=C(O)c1cccc(S(=O)(=O)N(Cc2ccccc2)c2ccccc2)c1	-2.1%	6
7	CC(C)(C)NC(=O)CCc1ncc(C(F)(F)F)cc1Cl	x	2
8	CCOC(=O)C1CCN(C(=O)COc2ccc(N(C)S(=O)(=O)c3cccs3)cc2)CC1	-3.2%	1
9	O=C(CSc1nnc(Nc2ccccc2F)s1)Nc1cccc(S(=O)(=O)N2CCCCC2)c1	8.6%	3
10	CCC(C#CCN1CCOCC1)(CC)OCCC#N	-3.0%	x
11	Cc1cccc(-c2nc(=S)c3c(n2Cc2ccco2)CCCC3)c1	5.0%	-8
12	CC1(C)CN=C(N2CCN(c3ncnc4sc5c(c34)CCCC5)CC2)S1	0.3%	7
13	Cc1sc2nc(C(C)C)oc(=O)c2c1C	0.2%	7
14	O=C(CSc1nc2c(c(C(F)(F)F)n1)CCc1ccccc1-2)NCc1ccccc1	-3.5%	x
15	CCOC(=O)C1CCN(C/C=C/c2ccccc2OC)CC1	-1.8%	x
16	OC1(c2ccc(Cl)cc2)CCN(Cc2c[nH]c3ccccc23)CC1	-3.5%	x
17	c1ccc(SCCc2ccncc2)cc1	-8.0%	x
18	O=C(Nc1nccs1)c1ccc(N2C(=O)[C@@H]3[C@H](C2=O)[C@H]2C=C[C@@H]3C2)cc1	-5.8%	37
19	CC(Oc1ccc(Cl)cc1)C(=O)/C=C/N(C)C (centres undefined)	-6.2%	8
20	COC(=O)c1sccc1NC(=O)c1ccco1	-1.0%	x

Copied from above for reference:
entry	SMILES	M. tuberculosis GlmU	RmlCD inh 1536
1	CCN(CC)C(=O)C(Cc1ccccc1)N1C(=O)c2ccccc2C1=O (centres undefined)	-2.5%	x
2	O=c1ccc(C(F)(F)F)cn1Cc1cc(=O)n2ccsc2n1	5.0%	-7

Next part.
entry	SMILES	M. tuberculosis GlmU	RmlCD inh 1536
21	CC(=O)Nc1cc(-c2nn(C)c(=O)c3ccccc23)ccc1N1CCOCC1	x	-4
22	CCN1CCN(CC(=O)c2c[nH]c3ccc(C)cc23)CC1	2.9%	-9
23	NC(=O)c1c(NC(=O)CCCC(=O)O)sc2c1CCCCCC2	2.7%	-8
24	Cc1ccc(C(=O)O/N=C(\c2ccccc2)c2cccnc2)cc1	3.2%	-10
25	O=C(Nc1ccc(F)cc1F)c1csc(-c2cccs2)n1	-6.8%	24
26	O=C(Nc1c(C(=O)O)[nH]c2ccc(F)cc12)c1cccc(C(F)(F)F)c1	5.6%	-13
27	CCN(CC)S(=O)(=O)c1ccc(N/N=C/c2cc(OC)ccc2O)nc1	-6.5%	6
28	Fc1ccc(-c2nnn3c2nc(NCc2ccccc2)c2ccccc23)cc1	1.2%	-27
29	CCC(C)(C)n1nnnc1C(c1ccc2ncccc2c1)N1CCN(c2nc3ccccc3s2)CC1 (centres undefined)	-6.9%	14
30	COc1ccc(S(=O)(=O)N(CC(=O)N2CCOCC2)Cc2ccccc2)cc1	2.0%	x
31	Cc1cc(C)n(-c2ncnc3sc4c(c23)CCCC4)n1	-3.3%	36
32	CC(=O)c1cccc(NC(=O)CCNS(=O)(=O)c2cccc3nonc23)c1	9.7%	-64
33	Cc1ccc(N(Cc2ccc(C(=O)NCC3CCCO3)cc2)S(C)(=O)=O)cc1C (centres undefined)	-2.6%	11
34	COc1ccc(-c2noc(C3CCCN(C(=O)c4ccccc4)C3)n2)cc1 (centres undefined)	6.2%	-10
35	COCCn1cc(C(=O)NCc2cccs2)c2c3ccccc3n(C)c2c1=O	-3.5%	6
36	CCn1c(CNC(=O)c2cccs2)nnc1SCC(=O)Nc1ccc(Cl)cc1	-0.2%	x
37	CCOC(=O)N1CCN(C(=O)C2CC(=O)N(c3ccc(OC)cc3)C2c2ccc(OC)cc2)CC1 (centres undefined)	-3.4%	x
38	CCCN1C(=O)c2cc(C(=O)Nc3ccccc3C)ccc2C1Nc1ccccc1C (centres undefined)	13%*	30
39	CCOC(=O)c1cc(NC(=O)c2ccc(Cl)cc2)c(=O)n2c1oc1ccc(Cl)cc12	-0.3%	7
40	CCOc1ccc(NC(=O)COC(=O)c2ccc3c(c2)C(=O)N(CCc2ccccc2)C3=O)cc1	-5.1%	-10

4 entries from above, sorted by formula weight, descending:
entry	SMILES	M. tuberculosis GlmU	RmlCD inh 1536
39	CCOC(=O)c1cc(NC(=O)c2ccc(Cl)cc2)c(=O)n2c1oc1ccc(Cl)cc12	-0.3%	7
12	CC1(C)CN=C(N2CCN(c3ncnc4sc5c(c34)CCCC5)CC2)S1	0.3%	7
27	CCN(CC)S(=O)(=O)c1ccc(N/N=C/c2cc(OC)ccc2O)nc1	-6.5%	6
1	CCN(CC)C(=O)C(Cc1ccccc1)N1C(=O)c2ccccc2C1=O (centres undefined)	-2.5%	x

Following part
entry	SMILES	M. tuberculosis GlmU	RmlCD inh 1536
41	O=c1c2ccccc2nc(-c2ccco2)n1/N=C/c1ccco1	2.5%	-3
42	COc1cc2c(cc1/C=C1/NC(=O)N(c3ccccc3)C1=O)OCO2	-0.1%	x
43	O=C(NCCO)C1(c2ccc(Cl)cc2)CCCC1	-1.6%	x
44	COc1ccc2oc(-c3ccccc3)c(C(=O)N3CCOCC3)c2c1	0.5%	2
45	Cc1ccc(C(=O)Nc2sc(Cc3ccc4c(c3)OCO4)c(C)c2C(N)=O)cc1	0.5%	x
46	C=C1CCN([C@@H](Cc2ccccc2)C(=O)NCCCc2ccccc2)S(=O)(=O)c2ccccc21	2.9%	x
47	CCCCn1nnnc1SCC(=O)N(CC)CC	3.5%	x
48	O=C(N/N=C1\C/C(=N\NC(=O)c2ccncc2)c2ccccc21)c1ccncc1	-2.9%	-7
49	Cc1ccc(NC(=O)Cc2csc(-c3ccccc3)n2)cc1F	-1.2%	-2
50	COc1ccc(OCC(=O)Nc2ccc(C)c(S(=O)(=O)N(C)C)c2)cc1	-3.5%	x
51	O=C(C1CCN(Cc2ccccc2)CC1)N1CCN(C/C=C/c2ccccc2)CC1	-5.0%	-3
52	Fc1ccc(NC(=S)NC23CN4CN(CN(C4)C2)C3)cc1	4.9%	-12
53	O=C(O)CCSCCCN1C(=O)c2cccc3cccc(c23)C1=O	0.0%	-8
54	CCOc1ccc(NC(=O)CCN2CCN(c3ccccc3F)CC2)cc1	0.9%	2
55	COc1ccc(NC(=S)N=Nc2c(O)[nH]c3ccccc23)cc1	-0.7%	-9
56	Cc1ccc(-c2c[n+](CC(=O)Nc3ccccc3)c3n2CCC3)cc1	4.6%	-8
57	COc1cc(/C=C/C(=O)OCC(=O)Nc2ccc([N+](=O)[O-])cc2)ccc1O	-0.8%	x
58	CC(C)OC(=O)/C(=C/c1ccc(Br)cc1)NC(=O)c1ccco1	-8.0%	21
59	CC(=O)Nc1ccc(C(=O)N/N=C(\C)CC(=O)Nc2ccc(OCc3ccccc3)cc2)cc1	3.0%	9
60	N=c1oc2ccc3ccccc3c2cc1-c1nnc2n1CCCCC2	1.5%	14
61	CCCn1c(NC(=O)c2ccc(C)cc2)nc2ccccc21	-5.3%	x
62	COc1ccc(N2C3=C(CC4=C2CC(C)(C)CC4=O)C(=O)CC(C)(C)C3)cc1	-3.1%	x
63	COc1ccc(C2/C=C\CN(C(=O)Nc3ccccc3-c3ccccc3)CC(=O)N2Cc2ccc(F)cc2)cc1 (centres undefined)	4.6%	-11
64	O=C(CNC(=O)C12CC3CC(CC(C3)C1)C2)N1CCN(S(=O)(=O)c2cccs2)CC1	5.9%	0
65	CCC(C)n1nccc1NC(=O)C(C)Cl (centres undefined)	-3.2%	x
66	Cn1cccc1CC(=O)N/N=C/C=C/c1ccco1	11%	x
67	CCOC(=O)Cn1c(=O)oc2cc(S(=O)(=O)N(C)c3cccc(C)c3)ccc21	2.4%	-5
68	c1ccc(-c2ccccc2OCCCCN2CCCCCC2)cc1	-17%	18
69	O=C(COC(=O)c1ccc(Cl)s1)c1cc2ccccc2o1	3.0%	x
70	CCOC(=O)CSc1nc2ccc(N3CCOCC3)cc2c(=O)n1Cc1ccc2c(c1)OCO2	x	4
71	CCOC(=O)N1CCN(CCC(=O)Nc2cc(C)ccc2OC)CC1	1.5%	4
72	C/C(=N/NC(=O)CNC(=O)c1ccccc1)c1ccc(C)cc1	4.0%	-11
73	COc1ccc(NC(=O)c2ccc(CN3CCN(c4ccccc4)CC3)cc2)cc1	-6.1%	20
74	COc1cccc2cc(C(=O)N3CCN(c4ncccn4)CC3)c(=O)oc12	-1.5%	-4
75	O=C1NC(=O)C(CCc2ccncc2)(Cc2ccc(OCc3ccccc3)cc2)C(=O)N1	-0.1%	-9
76	COc1cc(C)c(CN2CCCCC2CO)cc1C (centres undefined)	3.1%	3
77	COC(=O)C(C(=O)OC)c1ccc(NC(=O)c2cccc(Cl)c2)cc1	6.2%	x
78	O=C1CC(c2ccccc2)CC(O)=C1C=Nc1ccc(O)cc1 (centres undefined)	-3.5%	-2
79	COc1ccc(CC(=O)NNc2ncnc3c2cnn3C)cc1OC	4.6%	1
80	O=C(NC1CCCCC1)N(Cc1cc2cc3c(cc2[nH]c1=O)OCCO3)CC1CCCO1 (centres undefined)	1.7%	-18
81	C=CCn1c(Oc2cccc(C)c2)nc2c1c(=O)n(C)c(=O)n2C	3.0%	80
82	COc1cc2cc(Br)cc(Br)c2nc1C	-2.7%	-9
83	Cn1c(-c2cccc(OCc3ccccc3)c2)nc2c1c(=O)[nH]c(=O)n2Cc1ccccc1	1.5%	4
84	CN(C)N1C(=O)CC(NNC(=O)c2ccncc2)C1=O (centres undefined)	2.5%	-7
85	O=C(CC1SC(=O)N(c2ccccc2)C1=O)Nc1ccccc1 (centres undefined)	-9.6%	x
86	CCOC(=O)c1sc2nc(SCC(=O)NCc3ccco3)n(Cc3ccccc3)c(=O)c2c1C	-5.5%	-8
87	CN1/C(=C/C(=O)C2CCC2)Sc2ccccc21	2.1%	32
88	CC(=O)Cn1c(C(F)(F)F)nc2ccccc21	-1.2%	7
89	N#CC1=C(N)C2=C(N3CCCCC3)CCCC2C1(C#N)C#N (centres undefined)	-2.7%	-1
90	COC(=O)c1sccc1NC(=O)c1cc(OC)cc(OC)c1	-3.3%	x
91	COc1cccc(C(=O)OCC(=O)NC(=O)NC2CCCC2)c1O	-2.1%	26
92	NC(=O)C1CCN(CCCNC2CC(=O)N(Cc3ccc(N4CCCC4=O)cc3)C2=O)CC1 (centres undefined)	-2.6%	x
93	O=C(O)CCCC(=O)Nc1ccccc1C(=O)N1CCOCC1	-6.4%	x
94	O=C(CO/N=C/c1cccc([N+](=O)[O-])c1)NC1CCCCC1	6.3%	-11
95	Cc1ccc(C(=O)N2Cc3ccccc3CC2C(=O)O)cc1 (centres undefined)	0.9%	-4
96	CCCCC(=O)Nc1cc(Cl)ccc1C(=O)O	-2.1%	4
97	CCn1c(COc2ccccc2)nnc1SCC(=O)NCc1ccco1	0.2%	4
98	CNC(=S)Nc1cccc(C(=O)O)c1	-4.4%	37
99	C/C(=N\NC(=O)COc1ccccc1-c1ccccc1)c1ccccn1	3.4%	x
100	CCCn1nc(NC(=O)c2ccco2)c2cc3ccc(C)cc3nc21	2.6%	x

Next part.
entry	SMILES	M. tuberculosis GlmU	RmlCD inh 1536
101	COc1ccccc1NC(=O)CSc1nnc(Cc2cccn2C)n1CCc1ccccc1	3.7%	-11
102	COc1cccc(NC(=O)CSCC(=O)Nc2ccccc2)c1	-1.4%	14
103	CCOc1ccc(NC(=O)CN(C)c2ccc(S(=O)(=O)N(C(C)C)C(C)C)cn2)cc1OCC	-0.7%	15
104	Cc1ccc(OCCOCCN2CCCCC2)c([N+](=O)[O-])c1	-5.3%	3
105	O=C1NN(c2ccc(F)cc2)C(=O)/C1=C\c1cnn(-c2ccccc2)c1	0.7%	0
106	CCOc1ccc(NC(=S)NCCCn2ccnc2)cc1	2.2%	2
107	NS(=O)(=O)c1ccc(-n2cccc2C=O)cc1	-1.4%	-19
108	CC(C)OC(=O)c1nnn(-c2nonc2N)c1CN1CCc2ccccc2C1	3.4%	x
109	CN(Cc1ccccn1)C(=O)CC1C(=O)NCCN1Cc1cccc(Oc2ccccc2)c1 (centres undefined)	3.0%	73
110	Cc1cccc2cc(COC(=O)C(C)(C)C)c(=O)[nH]c12	2.3%	x
111	O=C(Nc1ccon1)c1sc2ccccc2c1Cl	1.2%	-7
112	COc1ccc(OCC(=O)Nc2ccc3c(c2)nc2n3CCSC2)cc1	1.4%	x
113	COc1cc2ccnc(Cc3cccc(OC)c3OC)c2cc1OC	-8.1%	6
114	CCS(=O)(=O)N1CCN(C(=O)c2ccco2)CC1	-0.8%	x
115	CC(C)(C)NC(=O)C(c1ccc(F)cc1)N(Cc1cccs1)C(=O)c1ccc(CN2CCOCC2)o1 (centres undefined)	3.3%	6
116	CC1(C)CC(=O)C(C=Nc2cc(C(=O)c3ccccc3)ccc2N)=C(O)C1	0.7%	-4
117	O=C(Cc1ccccc1)NC(c1ccco1)c1c(O)ccc2ccccc12 (centres undefined)	0.8%	-8
118	COc1cc(-n2c(=O)c3ccccc3n(Cc3cccc(C)c3)c2=O)cc(OC)c1OC	-4.9%	5
119	Cc1cnn(-c2cc(N/N=C/c3ccccc3Cl)ncn2)c1	2.1%	-2
120	Cc1ccccc1NC(=S)N(Cc1ccccn1)Cc1ccccc1Cl	-11%	-13
121	Cn1c(O)c(/C=C2\N=c3ccccc3=C2CCNC(=S)NC2CC2)c(=O)n(C)c1=O	1.9%	-11
122	O=C(Nc1ccccc1-c1ccccc1)C1CCCN(c2ncccn2)C1 (centres undefined)	4.4%	x

This is a subset (hit frequency here may not be typical).
